LANA DNA inh – inhibitors of KSHV C-LANA binding to DNA, primary screen, biochemical, fluorescence polarization, FAM-LBS DNA, MBP-C-LANA, single point; Kaposi's sarcoma herpesvirus LANA C-terminal domain (residues 932-1162) DNA binding; inhibition, % at 9 µM; 340,000 tested, 0.078% active; AID 504423, 2011;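 active = highest replicate inhibition at or above 60% at 9 µM, even if other replicates fall short; inactive = all replicates below 60% inhibition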;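 also: 0% = neutral control wells and 100% = 4 µM acridine orange control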
NSD2 inh – NSD2 histone methyltransferase inhibitors, primary screen, biochemical, AlphaScreen, single concentration, set 2; inhibition, % at 12.5 µM; 310,000 tested, 0.54% active; Histone-lysine N-methyltransferase NSD2 (Homo sapiens), O96028; NSD2 peptide methylation, 120 min; in the data active = inhibition above about 50%
SR-BI uptake up – activators of SR-BI mediated DiI-HDL uptake, primary screen, ldlA[mSR-BI] CHO cells, DiI fluorescence. 320,000 tested, 0.096% active. 3 h; 100 = double the neutral-control signal. activation, % at 12.5 µM;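 active = mean replicate activation of at least 60% and every replicate at or above 60%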;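 also: 0% = median plate neutral-control signal and 100% = twice that signal; values of inactives mirror those of a sister screen read the other way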
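System: CHO ldlA[mSR-BI] cells / Medium: HEPES-buffered (25 mM, pH 7.4) F12 plus 0.5% BSA / Probe or stimulus: labelled HDL, 10 µg/mL / Doses: single compound concentration, delivered by pin transfer / Schedule: 3 h, 37 °C / Measured by: DiI fluorescence, bottom read / Measure: cell-associated DiI fluorescence as measure of HDL uptake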
Cardiac RTF inh – cardiac RTF calcium sensitivity inhibitors, primary screen, biochemical, IANBD-TnC fluorescence, EC70 calcium; Troponin I, cardiac muscle (Homo sapiens) + Troponin T, cardiac muscle (Homo sapiens) + …; IANBD-labeled cardiac RTF, Ca2+ fluorescence; inhibition, % at 7.15 µM; 340,000 tested, 0.12% active;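 active = inhibition above the mean inhibition of all tested compounds plus 3 SD, cut at about 17% in these data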;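 also: assay run at fixed EC70 calcium of 1.6 mM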
DAGLB inhibitor – DAGLB lipase inhibitors, primary screen, biochemical, fluorescence, HTS | inhibition, % at 5.17 µM | 340,000 tested, 0.059% active | Diacylglycerol lipase-beta (Homo sapiens), Q8NCG7 | HEK293T DAGLB membrane lysate, EnzChek fluorogenic substrate; in the data active = inhibition above about 34%;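 also: 0% = enzyme with vehicle and 100% = wells lacking enzyme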
Target sequence (Q8NCG7 whole entry, looked up): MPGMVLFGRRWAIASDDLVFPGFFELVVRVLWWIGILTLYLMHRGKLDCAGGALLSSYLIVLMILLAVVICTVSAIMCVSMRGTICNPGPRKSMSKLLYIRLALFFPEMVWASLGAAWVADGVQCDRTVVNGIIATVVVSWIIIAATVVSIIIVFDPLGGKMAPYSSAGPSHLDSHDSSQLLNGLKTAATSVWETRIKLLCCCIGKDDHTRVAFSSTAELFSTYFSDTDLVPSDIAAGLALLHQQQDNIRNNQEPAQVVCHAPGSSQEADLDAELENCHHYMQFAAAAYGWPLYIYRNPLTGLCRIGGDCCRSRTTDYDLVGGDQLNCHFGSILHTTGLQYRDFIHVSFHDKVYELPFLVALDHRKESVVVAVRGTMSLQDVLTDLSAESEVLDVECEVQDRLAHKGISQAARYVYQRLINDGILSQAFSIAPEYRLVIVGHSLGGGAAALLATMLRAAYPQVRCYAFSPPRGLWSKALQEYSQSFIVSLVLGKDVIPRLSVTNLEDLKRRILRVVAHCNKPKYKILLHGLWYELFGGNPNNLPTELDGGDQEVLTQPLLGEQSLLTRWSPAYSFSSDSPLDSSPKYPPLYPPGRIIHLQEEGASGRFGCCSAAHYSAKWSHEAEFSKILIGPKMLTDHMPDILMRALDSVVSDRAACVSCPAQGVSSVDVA
Arr AP2 block – inhibitors of beta-arrestin/AP2 binding, primary screen, biochemical, GPCR trafficking, flow cytometry; AID 504490, 2011; FITC-arrestin peptide / GST-AP2 beads; AP2 beta2 appendage carries R879A mutation; inhibition, % at 10 µM; 340,000 tested, 0.31% active; beta-arrestin 1 C-terminal peptide binding to AP2 beta2-adaptin appendage (human);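 active = inhibition above a set limit, near 3 SD of compounds lacking own fluorescence, cut at about 54% in these data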;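 also: plate controls were DMSO wells for no effect and 5 µM unlabelled arrestin peptide for full effect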
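system = GST-tagged AP2 beta2-adaptin appendage (R879A) on 4 µm glutathione beads | reagent = FITC-labelled arrestin peptide probe, 50 nM final | schedule = compound with beads 12 min RT, then probe 1 h RT | signal = HyperCyt-sampled flow cytometry, FL1 channel, ex 488/em 535 nm | read-out = percent response from loss of bead-bound FITC fluorescence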
PKA-R2B act – activators of PKA-R2B holoenzyme, primary screen, biochemical, fluorescence polarization, Cy5-IP20, human; cAMP-dependent protein kinase catalytic subunit beta (Homo sapiens) + cAMP-dependent …; PKA-R2B holoenzyme dissociation; R2B truncated from residue 108, S112A mutant; 0% DMSO only, 100% 113 µM cGMP; activation, % at 11.4 µM; 340,000 tested, 0.079% active; AID 504700, 2011;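 active = activation above a cutoff set at the mean over all compounds plus 3 SD, cut at about 18% in these data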;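 also: higher means more holoenzyme dissociation and a rise in polarization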
SR-BI HDL uptake – inhibitors of SR-BI mediated HDL lipid uptake, primary screen, ldlA[mSR-BI] cells, fluorescence, single point; Scavenger receptor class B member 1 (Mus musculus), Q61009; ldlA[mSR-BI] CHO cells, DiI-HDL uptake fluorescence, 3 h; inhibition, % at 12.5 µM; 320,000 tested, 0.96% active; AID 488896, 2010;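 active = mean replicate inhibition of at least 70% and a set share of replicates each scoring 70 or more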;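 also: 0% = median of neutral control wells and 100% = median of positive control wells; values of inactives mirror those of a sister screen read the other way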
Keap1 Nrf2 FP – Keap1-Nrf2 protein-protein interaction inhibitors, primary screen, biochemical, fluorescence polarization, single point; Kelch-like ECH-associated protein 1 (Homo sapiens), Q14145; Keap1 Kelch-Nrf2 peptide fluorescence polarization, 1536-well; inhibition, % at 9.4 µM; 340,000 tested, 0.15% active; in the data active = inhibition above about 12%;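 also: human Keap1 Kelch domain with fluorescein labeled Nrf2 9mer peptide probe; 0% = neutral control wells and 100% = peptide positive control; higher means more block of Keap1 binding to Nrf2 peptide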
PvdQ acylase – P. aeruginosa PvdQ acylase inhibitors, primary screen, biochemical, fluorescence, plate reader and imaging, single point; PvdQ acylase [Pseudomonas aeruginosa LESB58]; purified PvdQ acylase; inhibition, % at 10 µM; 340,000 tested, 0.063% active; in the data active = inhibition above about 30%, passing the limit was not always enough;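 also: 0% = vehicle neutral wells and 100% = reference inhibitor wells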
Active calls of the source: *; nt = no result given.

SMILES	LANA DNA inh	NSD2 inh	SR-BI uptake up	Cardiac RTF inh	DAGLB inhibitor	Arr AP2 block	PKA-R2B act	SR-BI HDL uptake	Keap1 Nrf2 FP	PvdQ acylase
O=Cc1ccc(OCc2nnsc2Cl)cc1	-0.2	-1	18	-14	0	-1	2	-18	-3	-6
CCN(Cc1ccccc1)C(=O)Cn1c(=O)n(CC(=O)NCc2ccco2)c(=O)c2sccc21	-0.4	-2	-9	-1	0	-1	0	9	-2	-3
Nc1ccc(CSc2ccccc2)cc1	-0.8	5	2	-8	3	-20	0	-2	-4	-12
CCOC(=O)C1=C(C)N(CCCCCC(=O)O)C(=O)NC1c1ccc(Cl)cc1 (centres undefined)	-2.0	nt	3	-18	0	-4	0	-3	-3	-17
CCn1ncc(C(=O)Nc2ccc([N+](=O)[O-])cc2OC)c1C	-1.3	16	-12	2	-2	1	2	12	0	-5
O=C(N/N=C/c1cccc(OCc2ccccc2)c1)c1ccc(Br)o1	-0.7	-2	-17	5	-2	13	-2	17	-7	-3
CC1CCN(CCCNC(=O)c2coc3nc4ccccc4nc23)CC1	0.6	nt	4	-18	0	7	1	-4	-3	-22
COc1ccc(S(=O)(=O)CC(=O)c2cc3cc(Br)ccc3oc2=O)cc1	0.7	13	8	-11	26	-11	-2	-8	-1	-9
Cc1ccc(S(=O)(=O)Nc2cnc3ccccc3c2)cc1	1.8	3	12	4	4	-2	-4	-12	-1	-21
CC(=NCc1cccc(Cl)c1)c1nc(-c2ccco2)oc1O	-1.0	2	25	-5	1	-4	-11	-25	6	6
O=C(NNC(=S)NCc1ccco1)c1cccs1	1.1	-1	38	5	-1	-15	2	-38	1	1
CNc1c(NS(=O)(=O)c2ccc(C3CCCCC3)cc2)c(=O)oc2ccccc12	0.2	1	12	7	3	4	0	-12	-6	-6
Cc1ccc(NS(=O)(=O)c2cc(NC(=O)c3cc(=O)[nH]c(=O)[nH]3)ccc2Cl)c(C)c1	0.0	4	-7	0	8	-6	-4	7	0	-8
COc1ccc(C(C#N)N2CCC(c3ccccc3)=N2)cc1OC (centres undefined)	-0.9	0	-13	6	-2	4	-11	13	-2	-4
COc1cc(C2C(C#N)=C(N)Oc3n[nH]c(C)c32)cc2c1OCO2 (centres undefined)	-0.3	-1	34	-2	-1	22	-9	-34	1	1
Cc1ccc(S(=O)(=O)/N=C/c2c(O)ccc3ccccc23)cc1	-1.2	-5	15	3	-1	14	-10	-15	-5	7
C=CCN1C(C(=O)c2ccccc2)=C(OC(=O)COc2ccccc2)c2ccccc2S1(=O)=O	0.1	0	-8	6	1	2	-1	8	4	7
COc1cccc(-n2c(Cc3cc(=O)[nH]c(=O)[nH]3)nnc2SCC(=O)N2CCC(C)CC2)c1	0.6	-2	21	-4	0	-1	3	-21	-2	-12
Cc1ccc(S(=O)(=O)N2CCN(C(=O)COC(=O)c3ccc(O)cc3)CC2)c(C)c1	0.2	1	-19	11	3	33	9	19	5	3
Cc1cc(C)cc(N(C(=O)Cc2cccs2)C(C(=O)NC2CCCC2)c2ccc(C)o2)c1 (centres undefined)	2.1	-1	-25	-7	0	-11	-7	25	-6	-15
Cc1ccc(S(=O)(=O)N2CCN(C(=O)c3ccc4ccccc4n3)CC2)c(C)c1	-1.2	-2	-6	-13	-3	0	5	6	-6	-18
Clc1cccc(N2CCN(Cc3nc(-c4ccccc4)no3)CC2)c1	2.3	nt	-1	-2	-19	1	4	1	-1	-7
Cc1ccc(S(=O)(=O)c2nnn3c2nc(NC2CCN(Cc4ccccc4)CC2)c2ccccc23)cc1C	-1.1	-3	10	-10	4	0	-15	-10	4	-12
Cc1ccc(N2C(=O)N(CC(=O)Nc3cc(F)ccc3C)C(=O)C2C)cc1 (centres undefined)	-0.1	-1	-4	-34	2	6	-9	4	-4	-5
Cc1cc(OCC(=O)NCCc2ccc(Cl)cc2)c2c(C)cc(=O)oc2c1	-0.7	0	10	0	3	-8	-7	-10	-6	12

Part of the list above, reformatted:
structure,LANA DNA inh,NSD2 inh,SR-BI uptake up,Cardiac RTF inh,DAGLB inhibitor,Arr AP2 block,PKA-R2B act,SR-BI HDL uptake,Keap1 Nrf2 FP,PvdQ acylase
Clc1cccc(N2CCN(Cc3nc(-c4ccccc4)no3)CC2)c1,2.3,nt,-1,-2,-19,1,4,1,-1,-7
Cc1ccc(N2C(=O)N(CC(=O)Nc3cc(F)ccc3C)C(=O)C2C)cc1 (centres undefined),-0.1,-1,-4,-34,2,6,-9,4,-4,-5
Nc1ccc(CSc2ccccc2)cc1,-0.8,5,2,-8,3,-20,0,-2,-4,-12

Reformatted with two lines to a compound: 5 of the compounds above
The line under a structure holds: LANA DNA inh	NSD2 inh	SR-BI uptake up	Cardiac RTF inh	DAGLB inhibitor	Arr AP2 block	PKA-R2B act	SR-BI HDL uptake	Keap1 Nrf2 FP	PvdQ acylase
- O=Cc1ccc(OCc2nnsc2Cl)cc1
 : -0.2	-1	18	-14	0	-1	2	-18	-3	-6
- Cc1ccc(S(=O)(=O)c2nnn3c2nc(NC2CCN(Cc4ccccc4)CC2)c2ccccc23)cc1C
 : -1.1	-3	10	-10	4	0	-15	-10	4	-12
- Cc1cc(C)cc(N(C(=O)Cc2cccs2)C(C(=O)NC2CCCC2)c2ccc(C)o2)c1 (centres undefined)
 : 2.1	-1	-25	-7	0	-11	-7	25	-6	-15
- Cc1ccc(S(=O)(=O)N2CCN(C(=O)c3ccc4ccccc4n3)CC2)c(C)c1
 : -1.2	-2	-6	-13	-3	0	5	6	-6	-18
- COc1cccc(-n2c(Cc3cc(=O)[nH]c(=O)[nH]3)nnc2SCC(=O)N2CCC(C)CC2)c1
 : 0.6	-2	21	-4	0	-1	3	-21	-2	-12

Additional entries.
SMILES	LANA DNA inh	NSD2 inh	SR-BI uptake up	Cardiac RTF inh	DAGLB inhibitor	Arr AP2 block	PKA-R2B act	SR-BI HDL uptake	Keap1 Nrf2 FP	PvdQ acylase
Cc1ccc(S(=O)(=O)Nc2ccc(N3CCOCC3)cc2)cc1C	-0.4	5	-7	6	0	6	-9	7	-1	14
Cc1cc(C)cc(NC(=O)c2cc(C)nc3ccccc23)c1	-1.0	-2	-26	0	-1	6	0	26	-8	12
O=C(CC1C(=O)NCCN1CCCc1ccccc1)NCCc1ccccc1Cl (centres undefined)	0.4	2	19	-5	2	20	10	-19	-3	1
CC(C)OC(=O)CSc1nnc(SCc2cccc3ccccc23)s1	-2.4	12	6	4	-15	27	-3	-6	-5	5
O=C1C2C3C=CC(CNS(=O)(=O)c4ccccc4[N+](=O)[O-])(O3)C2C(=O)N1c1ccccc1 (centres undefined)	0.8	5	14	4	0	-3	14	-14	-1	-6
COc1ccc(CCNC(=O)CCC(=O)N2CCN(S(=O)(=O)c3ccccc3)CC2)cc1OC	0.1	-4	18	4	1	-4	2	-18	0	-6
Cc1ccc(N2CC(C(=O)N(C)CC(=O)Nc3ccc(Cl)c(C(F)(F)F)c3)CC2=O)cc1 (centres undefined)	-1.1	0	2	-13	0	-1	-10	-2	-7	-13
COCCn1c(SCC(=O)N2CCCc3ccccc32)nc2ccccc2c1=O	0.3	31	-11	-5	0	3	-5	11	-4	-13
COCCNc1nc(N)c([N+](=O)[O-])c(NCCO)n1	2.2	-2	27	-8	0	-8	0	-27	-4	-10
Cc1occc1C(=O)N/N=C/c1ccc(-c2cccc([N+](=O)[O-])c2)o1	-2.0	2	-30	-5	-11	4	-1	30	-4	-14
COc1ccc(S(=O)(=O)N2CCOC2CNC(=O)C(=O)NCCc2ccccc2)cc1OC (centres undefined)	0.6	nt	-11	-4	4	15	-1	11	0	5
CCOC(=O)c1c(C)[nH]c(C(=O)O)c1C	-0.5	3	7	4	0	2	1	-7	-4	-2
O=C(CCN1CCCCC1)Nc1ccc(Br)cc1	1.1	5	11	-16	3	19	-17	-11	4	3
COc1ccc(C2CC(=O)c3cnn(-c4nc(C)cc(C)n4)c3C2)cc1OC (centres undefined)	-0.6	-2	15	-7	0	-1	6	-15	-3	-9
C#CCOCCOCCOCCNc1nc(N2CCOCC2)nc(N2CCN(C(=O)[C@H](Cc3cc4ccccc4[nH]3)n3cc([C@@H](N)C(C)CC)nn3)CC2)n1 (some centres undefined)	-0.2	nt	1	-18	-2	-6	11	-1	-3	-17
O=S(=O)(Nn1cnnc1)c1ccccc1Cl	-0.9	-1	11	-7	0	28	-14	-11	-1	-2
Cc1ccc(C(=O)c2ccccc2C(=O)O)cc1C	0.8	-2	-2	-9	0	-16	-12	2	-1	-6
COc1cc(NC(=O)C2CCN(S(=O)(=O)c3ccc(N4CCCC4=O)cc3)CC2)cc(OC)c1	-0.5	1	-13	-10	3	5	0	13	1	-3
O=S(=O)(O)c1cc(Cl)cc(N=Nc2ccc(O)cc2O)c1O	84*	113*	-7	15	-64	14	3	7	-2	13
CC(=O)NC(c1ccc(Cl)cc1)c1c(O)ccc2ccc(O)cc12 (centres undefined)	0.1	1	-5	1	-1	34	-16	5	0	5
CC(=O)NC1=NN(C(C)=O)C(c2cccs2)S1 (centres undefined)	-1.0	1	5	-5	-1	24	-5	-5	-4	-6

Compound activity (PubChem BioAssay)
